# Bioassay records (PubChem)
# PI4K2A block: blocks human PI4K2A kinase activity; AID 1346378; 0.13% of 420,000 active; activity change, negative = inhibition, % at 76.9 µM; purified PI4K2A, ADP-Glo luminescence, 1 h; hits give low values; in the data active = activity change below about -50%; inconclusive = mostly about -30% to -49%;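 note: -100% = wells without enzyme as full effect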
#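 In this quantitative HTS, ADP production by PI4K2A was quantified luminescently after 1 h at ambient temperature; 100 microM adenosine served as plate-quality control.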
# GLS inh: inhibitors of human glutaminase (GLS); 0.21% of 410,000 active; Potency, µM (titrated, usually from 45.5 µM), for inactives: top-dose activity change, negative = inhibition, actives largely listed as inhibitors; O94925; GLS enzymatic activity, qHTS titration; note: potency is the fitted concentration of half-maximal effect; % is set by controls: 0 for no effect and ±100 for the full control effect
#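 Read-out is an Amplex red fluorescence increase coupled through glutamate oxidase and HRP, measured before and after 30 min room-temperature incubation. hKGA is in 45 mM KH2PO4 (pH 8.2) with 0.02% Tween-20; glutamine added as 1mM solution.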
# 12-LOX inh: inhibitors of human 12S-lipoxygenase ALOX12. P18054. purified 12hLO, xylenol orange hydroperoxide absorbance. Potency, µM (titrated, usually from 108 µM), without a hit: top-dose activity change, negative = inhibition, actives largely listed as inhibitors. 1.1% of 580,000 active. AID 1671190; note: potency is the fitted concentration of half-maximal effect; % is set by controls: 0 for no effect and ±100 for the full control effect
# Target sequence (P18054 whole entry, looked up): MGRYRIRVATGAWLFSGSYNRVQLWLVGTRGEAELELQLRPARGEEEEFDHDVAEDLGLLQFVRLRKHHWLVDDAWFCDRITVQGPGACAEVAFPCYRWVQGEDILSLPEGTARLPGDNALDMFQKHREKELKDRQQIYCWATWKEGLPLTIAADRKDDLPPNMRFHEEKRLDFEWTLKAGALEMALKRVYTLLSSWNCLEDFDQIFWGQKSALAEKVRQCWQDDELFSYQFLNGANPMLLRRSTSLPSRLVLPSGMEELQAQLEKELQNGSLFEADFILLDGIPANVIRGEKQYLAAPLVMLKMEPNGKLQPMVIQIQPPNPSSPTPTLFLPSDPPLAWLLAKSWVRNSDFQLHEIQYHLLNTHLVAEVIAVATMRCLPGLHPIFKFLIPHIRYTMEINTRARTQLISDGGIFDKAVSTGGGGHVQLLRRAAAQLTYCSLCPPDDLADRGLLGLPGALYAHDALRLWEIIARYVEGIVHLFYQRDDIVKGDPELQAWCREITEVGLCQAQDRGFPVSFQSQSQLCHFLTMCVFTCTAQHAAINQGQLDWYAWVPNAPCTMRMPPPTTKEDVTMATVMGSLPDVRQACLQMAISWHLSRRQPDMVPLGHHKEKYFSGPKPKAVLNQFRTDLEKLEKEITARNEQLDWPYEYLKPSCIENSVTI
#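 Purified human 12hLO (150 nM final) in 25 mM Hepes, 0.01% Triton X-100, pH 7.0 was preincubated 15 min at room temperature with compound. Then 40 uM arachidonic acid was added, 30 min. Hydroperoxide was read by Fe-XO absorbance ratio 573/405 nm.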
# HP1b chromo inh: blocks HP1-beta chromodomain binding to methylated histone tails. P83916. AlphaScreen HP1-beta / biotin-H3K9me3 peptide binding. Potency, µM (highest dose often 114 µM), for inactives: at the top dose activity change, negative = inhibition, hits mostly inhibitors. 0.56% of 390,000 active. AID 540317; note: potency is the fitted concentration of half-maximal effect; nearly all actives have a fitted effect of over 70% in size; inactives centre near 23
#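 Compound inhibition of the preformed complex between 50 nM HP1-beta and 50 nM biotinylated H3K9me3 peptide was read by AlphaScreen. Buffer was PBS pH 7.4 with 0.01% Tween-20. Incubations ran 30 min at room temperature, with 10 ug/mL donor/acceptor beads.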
# BAZ2B block: BAZ2B (human) inhibition. AlphaScreen BAZ2B-H3K14Ac peptide displacement. Potency, µM (series often up to 114 µM), inactives show top-dose activity change, negative = inhibition, most hits filed as inhibitors. AID 504333. Q9UIF8. 4.4% of 360,000 active; note: potency is the fitted concentration of half-maximal effect; % is set by controls: 0 for no effect and ±100 for the full control effect; nearly all actives have a fitted effect of over 60% in size
#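 AlphaScreen displacement: compounds (up to 110uM) incubated 30 min at room temperature with a preformed 50 nM BAZ2B/50 nM biotinylated H3K14Ac peptide complex in PBS pH 7.4 with Tween-20. Donor and acceptor beads at 10 ug/mL final added, 20 min light-protected before reading.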
# ERG-DNA inh: blocks human ERG Ets domain binding to DNA; Potency, µM (top dose mostly 76.9 µM), inactives show top-dose FP activity, negative = inhibition, actives largely listed as inhibitors; AID 624246; 0.028% of 370,000 active; fluorescence polarization, His-ERG Ets domain / labelled DNA; active = well fitted inhibition curve with a large enough effect in the polarisation, with a control signal flat; inconclusive = small, poorly fitted or top-dose-only effect, or effect the other way, or a change in a side signal; inactive = no such curve, though single readings can be large or run the other way; the % refers to the polarisation;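 note: polarization taken with two DNA probes labelled with fluorescein and Texas red; potency is the fitted concentration of half-maximal effect; % of control where 0% means no effect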
#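 His-tagged ERG Ets domain (1 uM in the protein solution; 300mM KCl, 50mM Tris-HCl, 1mM EDTA, 1mM DTT, pH 7.5) received compound, then a probe mix of 5 nM fluorescein-DNA and 100nM Texas-615-DNA. Fluorescence polarization was read for both dyes.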
# JMJD2A Tudor: inhibitors of human JMJD2A Tudor domain; O75164; AlphaScreen JMJD2A-Tudor / H3K4me3 peptide binding; Potency, µM (top dose mostly 114 µM), for the others: at the top dose activity change, negative = inhibition, usual class: inhibitors; 4.4% of 390,000 active; AID 504339; note: potency is the fitted concentration of half-maximal effect; % is set by controls: 0 for no effect and ±100 for the full control effect; nearly all actives have a fitted effect of over 50% in size
# G9a block: blocks human histone lysine methyltransferase G9a. Q96KQ7. G9a H3K9 monomethylation, AlphaScreen, 2 h. Potency, µM (top dose mostly 102 µM), inactives show top-dose activity, negative = inhibition, usual class: inhibitors. 8.8% of 350,000 active; note: potency is the fitted concentration of half-maximal effect; % is set by controls: 0 for no effect and ±100 for the full control effect; nearly all actives have a fitted effect of over 75% in size
# Target sequence (Q96KQ7 913-1193 limits assumed): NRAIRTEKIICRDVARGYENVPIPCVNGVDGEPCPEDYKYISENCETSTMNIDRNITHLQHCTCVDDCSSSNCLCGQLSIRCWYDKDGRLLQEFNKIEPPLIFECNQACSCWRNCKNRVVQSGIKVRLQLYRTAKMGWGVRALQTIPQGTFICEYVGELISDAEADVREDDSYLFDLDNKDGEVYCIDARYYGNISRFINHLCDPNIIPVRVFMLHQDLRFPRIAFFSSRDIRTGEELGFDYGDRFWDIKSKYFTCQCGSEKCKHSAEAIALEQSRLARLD
#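 Enzyme 20 nM + cpd, 15 min RT; add b-H3K9 pep 500 nM / SAM 20 uM; 2 h RT; anti-H3K9me1 Ab 0.5 ug/mL + SA donor / anti-rabbit acceptor beads 20 ug/mL each, 10 min; AlphaScreen read.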
# RGS4 inhibitor: human RGS4 inhibition; Potency, µM (top dose mostly 114 µM), for the others: top-dose activity change, negative = inhibition, usual class: inhibitors; Transcreener GDP fluorescence polarization, RGS4-accelerated GTP hydrolysis; 0.039% of 390,000 active; P49798; note: potency is the fitted concentration of half-maximal effect; % is set by controls: 0 for no effect and ±100 for the full control effect; nearly all actives have a fitted effect of over 75% in size; some results filed as inactive show a strong effect at the top dose
#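 MLSMR compounds (23 nl, pin-transferred) preincubated 10 min at room temperature with a 500nM (2x) first reagent, then RGS4 at 900nM (2x) plus Transcreener GDP mix added; fluorescence polarization (620/688 nm) read before and after 90 min at 30 °C.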
# * hit, by the source's call; u = inconclusive; x = not tested or not shown; [ ] = remark or other dose. Unless noted, calls come from the whole dose curve; as a rule, active = well fitted curve in the direction sought with a large enough effect; inconclusive = small, poorly fitted or top-dose-only effect, or another doubt; inactive = no such curve, though single readings can be large; an effect the other way counts as inactive or inconclusive. An excerpt (hit frequency here may not be typical).
item | Structure | JMJD2A Tudor | HP1b chromo inh | GLS inh | BAZ2B block | ERG-DNA inh | 12-LOX inh | G9a block | PI4K2A block | RGS4 inhibitor
1 | CCOC(=O)c1c(C)[nH]c(C)c1C(=O)CSc1nncs1 | -5%[11.4 µM] | -5% | -8% | -15% | -2% | 6% | -2% | 2 | -6%
2 | Cc1cc2ccccc2nc1-c1ccccc1F | 11% | 64%[activator] | 6% | x | x | 3% | x | -7 | 24%
3 | CC(=O)O[C@H]1CC(=O)OC(C)(C)C2CC(=O)[C@]3(C)C(CC[C@@](C)([C@@H](O[C@@H]4O[C@H](CO)[C@@H](O)[C@H](O)[C@H]4O)c4ccoc4)[C@@]34O[C@@H]4C(=O)O)[C@]21C (stereo partly specified) | -20% | 27% | 0% | 9% | -2% | 2% | -34%[12.7 µM] | -2 | 7%
4 | O=C(C(=O)c1ccc(O)c(O)c1)c1ccc(O)c(O)c1 | -15% | 10% | 10% | x | -3% | u | x | -4 | 46%
5 | CC/C(=N\NC(=O)c1nnn(-c2nonc2N)c1-c1cccc(OC)c1)c1ccc(C)cc1 | -22% | 46%[activator] | 2% | u | -1% | 6% | 28% | 2 | 4%[56.9 µM]
6 | COc1ccc(CC(=O)Nc2ccc3c(c2)CCC3)cc1S(=O)(=O)N1CCOCC1 | -5%[11.4 µM] | -11% | -15% | -21% | -7% | 0% | u | -8 | -6%[11.4 µM]
7 | COc1ccc2c(=O)c(-c3ccccc3)coc2c1 | 1% | 28% | 4% | -1% | 1% | 2% | 11% | -13 | 141%[activator][56.9 µM]
8 | COc1ccc(Cn2c(=O)[nH]c3cc(C(=O)NC4CCCC4)ccc3c2=O)cc1 | -10%[11.4 µM] | 43%[activator] | 6% | -28% | 1% | 0% | -25% | -2 | 11%[11.4 µM]
9 | Cc1ccc(NC(=O)C2C3CCCC2C3c2ccccc2)cc1C (stereo unspecified) | -6% | 8% | 9% | -2% | 7% | 15% | 14% | 8 | 25%
10 | O=C(Nc1ccccn1)C1(c2cccs2)CCOCC1 | -9% | 18% | 0% | 9% | 7% | 4% | 25%[59 µM] | -2 | 30%
11 | C=CCNC(=S)N(Cc1ccccc1)Cc1ccccc1 | 22% | 87%[activator] | 0% | 42%[activator] | 12% | 17% | 70%[activator] | 1 | 12%
12 | Cc1cccc(C)c1C(=NCCCN(C)C)c1ccccc1 | -13% | 37% | 2% | 4% | 2% | -16% | -11%[59 µM] | -4 | -22%
13 | Cc1ccccc1Nc1nnc(-c2ccc(C)c(S(=O)(=O)NCC3CCCO3)c2)c2ccccc12 (stereo unspecified) | -12% | 18% | 39%[activator] | -14% | -7% | -15% | u | -1 | -22%
14 | O=C(CS(=O)(=O)c1ccccc1)Nc1ccccn1 | 1% | 17% | 3% | -16% | 14% | -2% | -5% | -10 | -10%[56.9 µM]
15 | CCN(C(=O)C1CCCCC1)c1nnc(-c2cccnc2)s1 | u | 52%[activator] | 7% | u | -13% | u | 50µM* | -3 | 28%
16 | CC(=O)Nc1ccc(S(=O)(=O)C(C#N)c2nc3ccccc3nc2NCCN2CCOCC2)cc1 (stereo unspecified) | 0% | 36% | 5% | 0% | 2% | -20% | 20% | 4 | -8%
17 | c1ccc(Cc2noc(CN3CCN(CCOc4ccccc4)CC3)n2)cc1 | -12% | 23% | -1% | -4% | -2% | u | x | 4 | 10%
18 | CCOC(=O)C1=C(CN(C)Cc2ccccc2)NC(=O)NC1c1ccc(OC(C)C)cc1 (stereo unspecified) | u | -7% | 0% | x | 7% | -9% | -31%[59 µM] | 3 | 10%
19 | O=S(=O)([N-]c1nc2ccccc2nc1-[n+]1ccc(Cc2ccccc2)cc1)c1ccc(Br)s1 | u | -5% | -1% | -39% | 4% | 12% | 11µM* | -7 | -8%
20 | Cc1cc(C)c(C)c(S(=O)(=O)N2CCC(C(=O)OCC(=O)N3c4ccccc4NC(=O)C3(C)C)CC2)c1C | u | -10% | -12% | 50µM* | -2% | -15% | 14%[12.7 µM] | -5 | -43%
21 | O=C(COc1ccc(Cl)cc1Cl)NCCCN1CCOCC1 | -4% | 22% | -2% | 7% | 10% | -4% | 20%[59 µM] | -7 | 3%
22 | O=C(COC(=O)C1(c2cccc(F)c2)CCCC1)NCc1ccc2c(c1)OCO2 | -7% | 51%[activator] | -3% | 1% | -1% | -11% | 13%[59 µM] | 6 | 1%
23 | COc1ccc(-c2nnc(SCC(=O)Nc3ccc(C)c(C)c3)s2)cc1 | -11% | 20%[57 µM] | 1% | 4% | 0% | -21% | 15%[59 µM] | -4 | -24%
24 | COc1cccc(NC(=O)C2C3C=CC4(O3)C2C(=O)N(CCCN2CCC(C)CC2)C4C(=O)NC2CCCCC2)c1 (stereo unspecified) | -1% | 47%[activator] | 22% | -1% | 7% | -14% | 45µM* | 0 | 5%
25 | COc1ccccc1NC(=O)CC1S/C(=N/N=C2\CCCc3ccccc32)NC1=O (stereo unspecified) | u | 43%[activator] | -10% | u | -2% | 5% | -41% | 2 | 8%
26 | O[C@@H](CNC[C@H](O)c1ccccc1)c1ccccc1 | -8% | 28% | 1% | u | 4% | 13% | u | -3 | 11%
27 | Cc1ccccc1-c1nc(SCc2cccnc2)c2c(=O)n(C)c(=O)n(C)c2n1 | -11% | 6% | 5% | -14% | -6% | -14% | 56µM* | 1 | -43%
28 | CC(C)C[C@H](NC(=O)OC(C)(C)C)C(=O)N/N=C/c1ccc2nccnc2c1 | -6% | 9% | 10% | u | -2% | 26% | 10% | 0 | 16%
29 | CCn1c(SCC(=O)Nc2sc3c(c2C#N)CCCC3)nnc1-c1ccco1 | -12% | 60%[activator] | 3% | 5% | 6% | 0% | u | 0 | -31%
30 | C=CCc1cc(C=O)cc(OC)c1OCc1c(Cl)cccc1Cl | 102%[activator] | 127%[activator] | -9% | 95%[activator][57.1 µM] | -11% | -24% | 29%[0.501 µM] | 5 | 5%
31 | CC(C)C(=O)NC(=S)Nc1ccc(S(=O)(=O)NC2CCCCC2)cc1 | -8% | 31% | 4% | -14% | -4% | u | x | 0 | -16%
32 | CCOC(=O)C1=C(COC(=O)/C=C/c2cc(OC)c(OC)c(OC)c2)NC(=O)NC1C (stereo unspecified) | -15% | 8% | 8% | -10% | -2% | -10% | x | 1 | 10%
33 | O=c1[nH]c(C2CCN(S(=O)(=O)c3cccc(Cl)c3)CC2)nc2c1nnn2Cc1ccccc1 | u | 21% | u | -9% | 5% | -9% | 11% | -11 | -21%
34 | O=C1c2ccc([N+](=O)[O-])cc2C(=O)N1c1ccc(Cl)cn1 | -13% | 25% | 8% | -11% | 8% | -10% | -26% | -2 | -9%
35 | COc1ccccc1N1CCN(S(=O)(=O)c2ccc(-n3cnnn3)c(C)c2)CC1 | -17%[57.1 µM] | 26% | 5% | 4% | -2% | -29% | u | -5 | -24%
36 | CCN(Cc1nc2ccccc2c(=O)[nH]1)C(=O)CN1C(=O)NC2(CCCCC2C)C1=O (stereo unspecified) | 5% | 50%[activator] | -4% | -3% | -7% | -1% | 20%[59 µM] | 6 | -14%
37 | COc1ccc(NC(=O)C2CCCN(C(=O)c3cnn(-c4ccccc4)c3-n3cccc3)C2)cc1 (stereo unspecified) | -24% | 10% | 0% | -12% | -1% | -28% | 4%[59 µM] | -1 | -5%
38 | CCOC(=O)c1cc(-c2ccc(C)cc2)n(CC(=O)Nc2ccc(OC)c(Cl)c2)c1C | -7% | 26% | -13% | -1% | -1% | 0% | -4%[59 µM] | 0 | 14%
39 | Cc1c(NC(=O)CN(c2ccc(F)cc2)S(=O)(=O)c2ccccc2)c(=O)n(-c2ccccc2)n1C | -8% | 24% | -10% | u | 5% | 456%[activator] | 45µM* | -2 | -3%

# An excerpt from above in order of length of the SMILES, low to high.
item | Structure | JMJD2A Tudor | HP1b chromo inh | GLS inh | BAZ2B block | ERG-DNA inh | 12-LOX inh | G9a block | PI4K2A block | RGS4 inhibitor
26 | O[C@@H](CNC[C@H](O)c1ccccc1)c1ccccc1 | -8% | 28% | 1% | u | 4% | 13% | u | -3 | 11%
29 | CCn1c(SCC(=O)Nc2sc3c(c2C#N)CCCC3)nnc1-c1ccco1 | -12% | 60%[activator] | 3% | 5% | 6% | 0% | u | 0 | -31%
35 | COc1ccccc1N1CCN(S(=O)(=O)c2ccc(-n3cnnn3)c(C)c2)CC1 | -17%[57.1 µM] | 26% | 5% | 4% | -2% | -29% | u | -5 | -24%
28 | CC(C)C[C@H](NC(=O)OC(C)(C)C)C(=O)N/N=C/c1ccc2nccnc2c1 | -6% | 9% | 10% | u | -2% | 26% | 10% | 0 | 16%
38 | CCOC(=O)c1cc(-c2ccc(C)cc2)n(CC(=O)Nc2ccc(OC)c(Cl)c2)c1C | -7% | 26% | -13% | -1% | -1% | 0% | -4%[59 µM] | 0 | 14%
36 | CCN(Cc1nc2ccccc2c(=O)[nH]1)C(=O)CN1C(=O)NC2(CCCCC2C)C1=O (stereo unspecified) | 5% | 50%[activator] | -4% | -3% | -7% | -1% | 20%[59 µM] | 6 | -14%
39 | Cc1c(NC(=O)CN(c2ccc(F)cc2)S(=O)(=O)c2ccccc2)c(=O)n(-c2ccccc2)n1C | -8% | 24% | -10% | u | 5% | 456%[activator] | 45µM* | -2 | -3%
